# RXFP1 antag – qHTS Assay for Antagonists of the Relaxin Receptor RXFP1; AID 1259400, 2018; HEK293-RXFP1, relaxin-stimulated cAMP HTRF, 30 min; stronger effect = lower value; activity change, negative = inhibition, % at 57.5 µM; 0.59% of 350,000 active;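 active = activity change of -60% or lower, but not beyond a set lower limit; inconclusive = change between -60% and -40%, or beyond the set limit; inactive = change above -40%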; note: % is set by controls: 0 for no effect and ±100 for the full control effect
# Pol kappa inh – qHTS for Inhibitors of Polymerase Kappa; Potency, µM (doses to about 107 µM), for the others: at the top dose activity, negative = inhibition, most hits filed as inhibitors; 0.53% of 400,000 active; purified Pol kappa, fluorescent DNA synthesis assay, 10 min; note: potency is the fitted concentration of half-maximal effect; % is set by controls: 0 for no effect and ±100 for the full control effect
#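 10 nM Pol kappa was preincubated with compounds for 15 min at room temperature. Reaction started with 50 nM (final) substrate. Fluorescence read kinetically at 0 and 10 min.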
# Pol eta inh – qHTS for Inhibitors of Polymerase Eta; recombinant Pol eta, fluorescent DNA replication assay; Potency, µM (series often up to 114 µM), inactives show top-dose activity change, negative = inhibition, actives largely listed as inhibitors; 1.2% of 390,000 active; note: potency is the fitted concentration of half-maximal effect; % is set by controls: 0 for no effect and ±100 for the full control effect
# Target sequence (Q9Y253 whole entry, looked up): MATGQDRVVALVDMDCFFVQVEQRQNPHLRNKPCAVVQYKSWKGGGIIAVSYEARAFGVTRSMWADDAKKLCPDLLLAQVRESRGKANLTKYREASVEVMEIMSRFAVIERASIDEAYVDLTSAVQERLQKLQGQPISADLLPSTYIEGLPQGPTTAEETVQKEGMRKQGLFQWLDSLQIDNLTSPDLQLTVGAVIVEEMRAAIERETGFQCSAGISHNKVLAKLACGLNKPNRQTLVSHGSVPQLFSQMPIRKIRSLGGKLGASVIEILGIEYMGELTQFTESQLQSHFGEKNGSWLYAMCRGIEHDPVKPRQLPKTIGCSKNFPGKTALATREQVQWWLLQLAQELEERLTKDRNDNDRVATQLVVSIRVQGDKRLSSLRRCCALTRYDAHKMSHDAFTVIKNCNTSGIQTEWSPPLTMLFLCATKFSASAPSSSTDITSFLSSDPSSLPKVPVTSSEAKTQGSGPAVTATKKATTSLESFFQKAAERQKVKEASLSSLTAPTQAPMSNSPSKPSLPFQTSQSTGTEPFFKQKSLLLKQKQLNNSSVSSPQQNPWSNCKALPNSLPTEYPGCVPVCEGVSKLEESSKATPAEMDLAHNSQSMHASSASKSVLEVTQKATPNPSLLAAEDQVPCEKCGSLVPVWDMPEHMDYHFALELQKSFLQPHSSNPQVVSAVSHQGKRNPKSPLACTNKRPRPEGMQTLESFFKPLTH
#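 Fluorescent replication assay: 50 nM final substrate added after a 15 min room-temperature compound preincubation with 10 nM enzyme. Signal taken at 0 min and again at 10 min.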
# Pol beta inh – qHTS Assay for Inhibitors of DNA Polymerase Beta; 1.3% of 340,000 active; Pol beta primer extension/strand displacement, fluorescence kinetic; Potency, µM (series often up to 114 µM), for the others: at the top dose activity change, negative = inhibition, most hits filed as inhibitors; P06746; note: potency is the fitted concentration of half-maximal effect; % is set by controls: 0 for no effect and ±100 for the full control effect
#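 Homogeneous kinetic assay of primer extension and strand displacement by 10 nM Pol beta, preincubated 15 min at room temperature with compound before 50 nM substrate (final) was added. Read at 0 and 10 min; four-parameter Hill fit.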
# POLI inh – qHTS for Inhibitors of Polymerase Iota. AID 588590, 2011. Pol iota fluorescent replication assay, 10 min. 1% of 390,000 active. Potency, µM (titrated, usually from 115 µM), for inactives: at the highest dose activity, negative = inhibition, usual class: inhibitors; note: potency is the fitted concentration of half-maximal effect
#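 Pol iota at 10 nM preincubated 15 min with compounds at room temperature; reaction started with fluorescent substrate, 50 nM final. Fluorescence read kinetically at 0 and 10 min; buffer-only wells as negative control.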
# APEX1 inh – qHTS Assay for Inhibitors of the Human Apurinic/apyrimidinic Endonuclease 1 (APE1). DNA repair nuclease/redox regulator APEX1 (Homo sapiens), P27695. recombinant APE1, TAMRA/BHQ-2 abasic DNA cleavage fluorescence. Potency, µM (series often up to 65.8 µM), for inactives: at the top dose activity change, negative = inhibition, actives largely listed as inhibitors. 0.35% of 350,000 active. AID 2517, 2012;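 note: potency is the fitted concentration of half-maximal effect; plate controls were vehicle for no effect and reference inhibitor for full effect; nearly all actives have a fitted effect of over 55% in size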
# Target sequence (P27695 whole entry, looked up): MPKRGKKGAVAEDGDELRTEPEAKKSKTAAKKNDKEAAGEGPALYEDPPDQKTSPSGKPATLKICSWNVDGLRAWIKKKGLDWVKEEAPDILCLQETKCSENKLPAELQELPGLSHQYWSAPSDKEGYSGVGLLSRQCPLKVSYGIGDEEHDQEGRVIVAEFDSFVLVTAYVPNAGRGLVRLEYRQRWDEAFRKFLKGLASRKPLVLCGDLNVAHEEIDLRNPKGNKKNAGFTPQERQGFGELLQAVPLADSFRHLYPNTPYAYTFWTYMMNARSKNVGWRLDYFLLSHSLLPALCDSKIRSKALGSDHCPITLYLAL
#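 Activity was derived from the fluorescence gain between first and third kinetic reads (60 s intervals, ex 525/em 598 nm) after 50 nM THF-abasic TAMRA/BHQ-2 duplex was added to 0.75 nM APE1 preincubated 15 min with compound.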
# BLM helicase inh – qHTS Assay for Inhibitors of Bloom's syndrome helicase (BLM) | RecQ-like DNA helicase BLM (Homo sapiens), P54132 | recombinant BLM DNA unwinding, fluorescence dequenching | Potency, µM (titrated, usually from 56.1 µM), for the others: at the top dose activity change, negative = inhibition, hits mostly inhibitors | 0.2% of 350,000 active;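 note: potency is the fitted concentration of half-maximal effect; plate controls were vehicle for no effect and no enzyme for full effect; nearly all actives have a fitted effect of over 35% in size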
# Tb PGK inh – qHTS Assay to Find Inhibitors of Phosphoglycerate Kinase | 0.043% of 380,000 active | Phosphoglycerate kinase, glycosomal (Trypanosoma brucei brucei), P07378 | PGK/GAPDH coupled, Kinase-Glo luminescence, 60 min | AID 602233, 2012 | Potency, µM (doses to about 57.5 µM), for the others: at the top dose activity change, negative = inhibition, most hits filed as inhibitors; note: potency is the fitted concentration of half-maximal effect; % is set by controls: 0 for no effect and ±100 for the full control effect; nearly all actives have a fitted effect of over 60% in size
#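 Recombinant glycosomal PGK reaction used 1,3-bisphosphoglycerate generated in-well by GAPDH (100nM final) in 100mM TEA pH 7.6, 5mM MgCl2, 0.01% Tween-20. After 60 minutes at room temperature, ATP was read by Kinase-Glo Plus luminescence end-point.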
# Apoferritin bind – qHTS Assay for Identification of Novel General Anesthetics | Ferritin light chain (Equus caballus), P02791 | Potency, µM (series often up to 77.5 µM), inactives show at the highest dose activity change, negative = displacement, usual class: inhibitors | 0.074% of 350,000 active | apoferritin/1-aminoanthracene competitive binding, fluorescence; note: potency is the fitted concentration of half-maximal effect; % is set by controls: 0 for no effect and ±100 for the full control effect; nearly all actives have a fitted effect of over 20% in size
#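 Concentration-response curves derived by four-parameter Hill fitting of normalized fluorescence, where compounds displaced 1-AMA from 10 uM horse apoferritin following a brief 10 min room-temperature incubation; propofol titration acted as positive control.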
# Active calls of the source: *; i = inactive; ? = inconclusive; / = not tested or not shown; & = joins results of further samples; [ ] = dose if it differs, or a comment. Unless noted, calls come from the whole dose curve; as a rule, active = well fitted curve in the direction sought with a large enough effect; inconclusive = small, poorly fitted or top-dose-only effect, or another doubt; inactive = no such curve, though single readings can be large; an effect the other way counts as inactive or inconclusive. This is a subset; count on the stated rates, not on these rows.
SMILES,RXFP1 antag,Pol kappa inh,Pol eta inh,Pol beta inh,POLI inh,APEX1 inh,BLM helicase inh,Tb PGK inh,Apoferritin bind
CCc1cc(Cn2nc(-c3ccccc3)cc2C(=O)NCc2ccc(C)cc2)on1,/,-1%,-19%,/,-2%,-5%,/,1%,/
CC(=O)c1sc(NC(=O)c2ccc(F)cc2)nc1-c1ccccc1,-3,7%,-22%,59%,40%[activator],12%,-1%,-7%,-7%
CC(=NNc1nc2ccccc2o1)c1ncccn1,5,-8%,-15%,/,21%,/,/,-4%,/
CCCc1cc(=O)oc2cc(OCC(=O)NCCCn3ccnc3)c(Cl)cc12,-4,7%,-11%,4%,57%[activator],7%,7%,3%,-10%
CC(C)n1nc(C(=O)Nc2nc3ccc(S(C)(=O)=O)cc3s2)c2ccccc2c1=O,9,-3%,6%,0%,9%,1%,-1%,/,-15%
CCCCC(=O)Nc1ccc(N2CCN(C(=O)CC)CC2)cc1,-14,-5%,-16%,-1%,34%[activator],-3%,-9%,0%,-2%
O=C(NCc1ccco1)/C(=C\c1ccco1)NC(=O)c1ccco1,-6,-10%,5%,-8%,14%,10%,0%,i,27%
O=C(Nc1ccccc1N1CCN(C(=O)c2ccc(Cl)cc2)CC1)c1ccc([N+](=O)[O-])o1,7,-9%,-16%,-23%,39%[activator],-3%,-6%,i,-19%
CSc1ncc(C(C)=O)c(C)n1,5,-5%,-9%,27%,53%[activator],-1%,-1%,-9%,1%
COC(=O)c1ccccc1NS(=O)(=O)c1ccc2c(c1)CCCN2C(C)=O,/,4%,-3%,29%,-5%,/,-2%,-8%,-9%
Cc1cc(C)c2nc(SC3CCOC3=O)cc(C)c2c1 (stereo not given),-1,6%,-17%,2%,74%[activator],-1%,-6%,0%,-16%
COc1ccc(/C=C/C(=O)Nc2nc(C)cc(C)n2)cc1OC,0,-4%,-10%,0%,12%,0%,-3%,13%,-1%
CC(C)CC1NC(=O)N(CC(=O)NC2CCCCC2)C1=O (stereo not given),-7,5%,-13%,/,41%[activator],14%,/,-7%,/
COc1ccccc1C(=O)C1CCCN(C(=O)c2ccc3c(c2)OCCO3)C1 (stereo not given),-4,-22%,-11%,1%,13%,3%,-3%,0%,-12%
Cc1ccc(-c2cc(C(=O)Nc3c(C)n(C)n(-c4ccccc4)c3=O)[nH]n2)c(O)c1C,-33,4%,-14%,6%,22%,-3%,-10%,-3%,-3%
Cc1ccccc1C(=O)NCCCNC(=O)c1ccccc1C,-7,3%,-8%,/,0%,/,/,-8%,/
Cc1ccc(C(C)C)c(OCCOCCN2CCNCC2)c1,-2,-4%,7%,/,-1%,/,/,-4%,/
COc1ccc(C2C(C(=O)Nc3ccccc3)=C(C)Nc3nc(-c4ccccc4)nn32)c(OC)c1 (stereo not given),/,-27%,-18%,10%,-29%,/,-10%,-2%,0%
CC(OC(=O)c1cnccn1)C(=O)c1ccccc1 (stereo not given),9,-3%,-1%,/,58%[activator],4%,/,6%,/
Cc1ccc(N2CCN(c3cc(C)nc4nc(C)nn34)CC2)c(C)c1,/,-6%,-1%,24%,22%,9%,1%,8%,-10%
Cc1ccc(NC(=O)NCc2c(-n3cccc3)sc3c2CCCC3)c(Cl)c1,6,-14%,-13%,1%,-6%,/,-2%,-3%,-2%
CC(C)n1c(O)c(N=NC(=O)CNC(=O)Cc2ccc(Cl)cc2)c2ccccc21,-3,1%,-27%,-23%,47%[activator],-2%,-5%,i,-17%
Cc1ccc(-c2nn(CCC(=O)NN3CCOCC3)c(=O)c3ccccc23)cc1,7,0%,2%,1%,19%,1%,-9%,2%,7%
COc1ccc(C(CC(=O)O)NC(=O)c2cc3cc(Br)ccc3oc2=O)cc1OC (stereo not given),-11,2%,-15%,12%,42%[activator],-4%,-1%,6%,-7%
Cc1cccc(C)c1NS(=O)(=O)c1cc2c3c(c1)CC(=O)N3CCC2,-3,10%,-5%,3%,-21%,62%[activator],-1%,-10%,-19%

# Three records drawn at random from those above:
SMILES,RXFP1 antag,Pol kappa inh,Pol eta inh,Pol beta inh,POLI inh,APEX1 inh,BLM helicase inh,Tb PGK inh,Apoferritin bind
CC(=NNc1nc2ccccc2o1)c1ncccn1,5,-8%,-15%,/,21%,/,/,-4%,/
COc1ccc(C2C(C(=O)Nc3ccccc3)=C(C)Nc3nc(-c4ccccc4)nn32)c(OC)c1 (stereo not given),/,-27%,-18%,10%,-29%,/,-10%,-2%,0%
CC(OC(=O)c1cnccn1)C(=O)c1ccccc1 (stereo not given),9,-3%,-1%,/,58%[activator],4%,/,6%,/

# Additional compounds.
SMILES,RXFP1 antag,Pol kappa inh,Pol eta inh,Pol beta inh,POLI inh,APEX1 inh,BLM helicase inh,Tb PGK inh,Apoferritin bind
Cc1ccc(-n2ncc3c(Nc4ccc5c(c4)OCCO5)ncnc32)cc1C,-11,-3%[60.1 µM],-17%,-13%,12%,/,-7%,i,3%
COCC(C)n1c(SCC(=O)N(C)C2CCS(=O)(=O)C2)nc2ccccc2c1=O (stereo not given),-9,-3%,-15%,38%,213%[activator],14%,5%,-4%,-5%
CCOc1ncccc1C(=O)Nc1cccc(S(=O)(=O)NC2=NCCC2)c1,-5,-6%,5%,/,6%,11%,/,1%,/
COc1ccc(N2C(=O)CC(N3CCN(c4cccc(Cl)c4)CC3)C2=O)cc1 (stereo not given),5,-9%,-5%,20%,?,7%,-2%,-2%,-11%
CCCCCCCCCCNC(=O)C(=O)Nc1ccccn1,-9,-10%,-14%,48%,-9%,-9%,1%,i,-10%
CCc1ccc(-c2nc(SCC(=O)NCC3CCCO3)c(-c3ccc(C)cc3)[nH]2)cc1 (stereo not given),-5,-4%,-17%,-13%,-13%,/,1%,i,1%
CCn1cc(/C=C(\NC(=O)c2ccccc2Cl)C(=O)N2CCN(C)CC2)c2ccccc21,-1,8%,-11%,28%,35%[activator],14%,2%,i,-14%
COc1ccc(-c2nnc(N(C)C(=O)C3CCCO3)s2)cc1 (stereo not given),-16,-10%,?,12%,9%,-3%,-12%,-1%,-8%
O=C(O)CSc1nc2c(c(C(F)(F)F)n1)CCCC2,-5&-8,-25%&-6%,-18%&-10%,1%&82%,23%&93%,14%&11%,0%&-4%,3%&-1%,9%&0%
COc1ccc(NC(=O)c2cnc(N3CCOCC3)c3ccccc23)cc1OC,-9,-4%[60.1 µM],-15%,1%,-9%,/,0%,i,-13%
CS(=O)(=O)N(CC(=O)N1CCOCC1)c1ccc2c(c1)OCO2,0,-8%,-7%,-28%,10%,-1%,-3%,1%,1%
Cc1cccc(S(=O)(=O)c2cn(C)c3cc(N4CCC(C)CC4)c(F)cc3c2=O)c1,0,-6%,12%,-21%,13%,/,0%,i,-9%
COc1cccc(CNC(=O)Cc2csc(NC(=O)Nc3ccccc3OC)n2)c1,-15,-7%,?,/,-14%,-9%,/,8%,/
C/C(=N/NC(=O)c1ccc(Cl)cc1Cl)c1cccnc1,4,9%,0%,2%,-29%,14%,-2%,/,-6%
CC(C)[C@H](NC(=O)c1ccccc1)C(=O)OCC(=O)N1CCc2ccccc2C1,-9,5%,-16%,0%,1%,-7%,-3%,7%,-18%
O=C(O)c1cc(NC(=O)c2cccc(C(=O)Nc3cc(C(=O)O)cc(C(=O)O)c3)c2)cc(C(=O)O)c1,4,-4%,-1%,-8%,-20%,60%[activator],-8%,-1%,-1%
Cc1ccc(-c2nc3ccccc3c(=O)o2)cc1,0,-5%,-1%,3%,6%,-3%,-6%,4%,-13%
Cc1cc(N/N=C/c2ccccc2)nc(NCc2ccccc2)n1,-29,-16%,-27%,19%,-10%,-6%,-6%,6%,?
Fc1ccc(-c2ccc(CNCc3ccccn3)o2)cc1Cl,4,1%,-20%,?,36%,6%,5%,i,-9%
Fc1cccc(Cl)c1-c1nnc2ccc(C(F)(F)F)cn12,-5,2%,-5%,-17%,17%,-1%,-2%,7%,-4%
CC(NC(=O)CN1CCN(Cc2cccc(F)c2)CC1)c1ccccc1 (stereo not given),-3,-8%,-8%,20%,167%[activator],4%,1%,-5%,-6%
Cc1ccc(NC(=O)Cc2nc(CCl)cs2)cc1,-5,0%,-12%,10%,33%[activator],2%,-3%,i,-14%
Nc1ccc(S(=O)(=O)N2CCCC2C(=O)O)cc1 (stereo not given),4,1%,0%,15%,?,7%,-2%,-3%,-4%
Cc1cc2oc(=O)cc(CN3CCCCC3C)c2cc1C(C)C (stereo not given),-27,0%,-21%,24%,54%[activator],8%,-3%,0%,-13%
O=S(=O)(/C=C/c1ccccc1)NCCc1ccccn1,4,-15%,-11%,24%,0%,13%,-2%,0%,-10%
Cc1ccc(Cn2ncc3c(N4CCN(c5ccc(C)cc5)CC4)ncnc32)cc1,5,-11%,4%,20%,25%,2%,-4%,4%,-8%
CC(C)(C)NC(=O)CSc1nnc(-c2ccccn2)n1-c1ccccc1,/,10%,-8%,-24%,0%,4%,2%,i,5%
CCNc1nc(NCC)n2c(SCC(=O)c3ccccc3Cl)nnc2n1,-3,8%,-13%,-19%,-16%,-5%,-2%,i,-7%
C/C(=N\NC(=O)c1ccccc1F)c1ccccn1,-10,-5%,-8%,11%,2%,58%[activator],-7%,-16%,-8%

# Grouped by structure, the compounds so far with a furan ring, fused or not (3)
SMILES,RXFP1 antag,Pol kappa inh,Pol eta inh,Pol beta inh,POLI inh,APEX1 inh,BLM helicase inh,Tb PGK inh,Apoferritin bind
O=C(NCc1ccco1)/C(=C\c1ccco1)NC(=O)c1ccco1,-6,-10%,5%,-8%,14%,10%,0%,i,27%
O=C(Nc1ccccc1N1CCN(C(=O)c2ccc(Cl)cc2)CC1)c1ccc([N+](=O)[O-])o1,7,-9%,-16%,-23%,39%[activator],-3%,-6%,i,-19%
Fc1ccc(-c2ccc(CNCc3ccccn3)o2)cc1Cl,4,1%,-20%,?,36%,6%,5%,i,-9%

# From PubChem BioAssay
